Screening data deposited in PubChem by Sanford-Burnham Center for Chemical Genomics.
mIAP activ: activators of mouse IAP, primary screen, biochemical, luminescence, uHTS. intestinal alkaline phosphatase [Mus musculus]. muIAP, CDP-Star luminescence, 30 min; active compounds read high; 1 = vehicle-only enzyme signal, 0 = enzyme-free wells. hit rate 0.24% among 330,000. AID 2805, 2010. activation factor at 10 µM;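 active = activation factor of at least 2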; note: the source names both 10 and 20 µM as test concentration; values of inactives mirror those of a sister screen read the other way
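Assay system: mouse IAP enzyme; Reagent: CDP-Star chemiluminescent phosphatase substrate; Compound: DMSO-dissolved test compounds; Incubation: 30 min, room temperature; Technique: luminescence from enzymatic CDP-Star hydrolysis; Controls: DMSO-only wells and no-enzyme negative control.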
A3G deaminase: APOBEC3G DNA deaminase inhibitors, primary screen, biochemical, fluorescence, single-stranded DNA substrate, uHTS; DNA dC->dU-editing enzyme APOBEC-3G (Homo sapiens), Q9HC16; recombinant A3G, ssDNA deamination FAM/TAMRA fluorescence; inhibition, % at 20 µM; hit rate 0.28% among 330,000;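 active = inhibition of at least 40% at 20 µM, with no more than 30% in the related APOBEC3A deaminase screen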;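 note: plate controls were DMSO wells with A3G for no effect and wells lacking A3G enzyme for full effect; some compounds called inactive have numbers as strong as hits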
Target sequence (Q9HC16 whole entry, looked up): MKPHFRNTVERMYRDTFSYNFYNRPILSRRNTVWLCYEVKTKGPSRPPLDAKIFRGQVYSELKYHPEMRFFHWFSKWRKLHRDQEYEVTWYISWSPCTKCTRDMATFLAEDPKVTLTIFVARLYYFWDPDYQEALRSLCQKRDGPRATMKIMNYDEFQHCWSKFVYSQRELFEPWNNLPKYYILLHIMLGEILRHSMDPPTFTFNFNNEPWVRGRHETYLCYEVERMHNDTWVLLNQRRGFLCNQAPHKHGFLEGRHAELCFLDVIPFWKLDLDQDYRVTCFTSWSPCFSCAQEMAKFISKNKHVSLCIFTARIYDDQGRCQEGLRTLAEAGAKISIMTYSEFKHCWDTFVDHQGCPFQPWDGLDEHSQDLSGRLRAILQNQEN
hIAP activ: human IAP activators, primary screen, biochemical, luminescence, uHTS. purified human IAP, CDP-Star luminescence, 30 min; active compounds read high; 1 = vehicle-only enzyme, 0 = enzyme-free background. activation factor at 10 µM. hit rate 0.16% among 330,000. AID 2524, 2010;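 active = activation factor of the enzyme at least 2-fold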; note: the source names both 10 and 20 µM as test concentration; values of inactives mirror those of a sister screen read the other way
ATG4B inh: ATG4B protease inhibitors, primary screen, biochemical, fluorescence, uHTS; Cysteine protease ATG4B (Homo sapiens), Q9Y4P1; ATG4B cleavage of LC3-PLA2, NBD-HPC fluorescence, 1 h; inhibition, % at 8.33 µM; hit rate 0.51% among 340,000; AID 504462, 2011; in the data active = inhibition above about 40%
Target sequence (Q9Y4P1 whole entry, looked up): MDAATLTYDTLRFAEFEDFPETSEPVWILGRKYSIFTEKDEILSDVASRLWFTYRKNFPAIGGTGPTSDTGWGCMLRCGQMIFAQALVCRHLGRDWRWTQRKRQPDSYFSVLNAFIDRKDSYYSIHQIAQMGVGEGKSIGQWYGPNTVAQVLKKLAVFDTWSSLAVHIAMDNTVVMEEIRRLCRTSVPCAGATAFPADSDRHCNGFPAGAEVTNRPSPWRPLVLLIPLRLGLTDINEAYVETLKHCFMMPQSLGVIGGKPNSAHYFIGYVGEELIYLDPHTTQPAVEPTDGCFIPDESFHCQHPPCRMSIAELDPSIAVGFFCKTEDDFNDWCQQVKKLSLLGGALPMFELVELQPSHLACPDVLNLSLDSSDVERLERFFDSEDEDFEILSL
beta cell repl: inducers of MIN6 beta-cell proliferation, primary screen, ATP luminescence, uHTS; MIN6 cells proliferation, ATPlite luminescence, 48 h; cells starved in 0.2% serum; 100% = growth in 10% serum; AID 2380, 2010; hit rate 0.29% among 330,000; proliferation, % at 10 µM;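 active = compounds whose signal lies at least 3.5 SD above the mean of all wells on their plate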;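 note: 0% = DMSO-treated cells in low-serum medium and 100% = 10% serum control; some compounds called inactive have numbers as strong as hits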
MPTP block: mitochondrial permeability transition pore inhibitors, primary screen, biochemical, isolated mouse mitochondria, absorbance. Ca2+ swelling absorbance, 30 min. inhibition, % at 10 µM. hit rate 1.4% among 360,000. AID 602449, 2012;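 active = inhibition of 50% or more, scaled per plate between neutral and stimulator controls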;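 note: 0% = DMSO wells given calcium and 100% = 1 mM EGTA wells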
A3A deaminase: APOBEC3A ssDNA deaminase inhibitors, primary screen, selectivity assay for APOBEC3G inhibitor project, biochemical, FAM/TAMRA oligo cleavage fluorescence; hit rate 0.41% among 330,000; inhibition, % at 20 µM; DNA dC->dU-editing enzyme APOBEC-3A (Homo sapiens), P31941; recombinant A3A, FAM/TAMRA ssDNA deamination fluorescence; AID 493011, 2011;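 active = at least 40% inhibition at 20 µM here, with at most 30% in a related deaminase screen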;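 note: plate controls were A3A with DMSO for no effect and wells lacking A3A enzyme for full effect; some results filed as inactive read as strong as hits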
Target sequence (P31941 whole entry, looked up): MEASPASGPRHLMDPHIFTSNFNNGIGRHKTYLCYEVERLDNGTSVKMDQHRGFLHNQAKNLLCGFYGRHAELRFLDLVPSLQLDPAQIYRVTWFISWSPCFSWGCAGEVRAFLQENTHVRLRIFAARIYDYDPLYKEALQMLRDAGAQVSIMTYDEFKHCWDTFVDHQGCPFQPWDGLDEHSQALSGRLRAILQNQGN
mIAP block: inhibitors of mouse IAP, primary screen, biochemical, luminescence, uHTS | AID 2806, 2010 | hit rate 0.2% among 330,000 | purified mouse IAP, CDP-Star luminescence, 30 min | intestinal alkaline phosphatase [Mus musculus] | inhibition, % at 10 µM;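 active = inhibition of at least 40% at 10 µM in the primary screen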;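 note: plate controls were DMSO with enzyme for no effect and no enzyme wells for full effect; values of inactives mirror those of a sister screen read the other way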
hIAP inh: human IAP inhibitors, primary screen, biochemical, luminescence, uHTS | inhibition, % at 10 µM | purified IAP, CDP-Star luminescence, 30 min | AID 2544, 2010 | hit rate 0.12% among 330,000 | Intestinal-type alkaline phosphatase (Homo sapiens), P09923;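 active = inhibition reaching a set limit with compound at 10 µM in the primary screen, cut at about 35% in these data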;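 note: plate controls were DMSO wells with enzyme for no effect and no-enzyme buffer wells for full effect; values of inactives mirror those of a sister screen read the other way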
Active calls of the source: *; x = not tested or not shown.

structure,mIAP block,ATG4B inh,mIAP activ,A3G deaminase,beta cell repl,hIAP inh,MPTP block,hIAP activ,A3A deaminase
O=C(c1cc(-c2ccccc2)nc2ccccc12)N1CCN(c2ccccc2O)CC1,16,-2,0.84,-8,-7,-31,0.7,1.3,-2
COc1cc(OC)cc(-n2nnnc2SCC(=O)N2CCCC2)c1,0,-13,1,-4,-2,-1,-2.4,1,0
COc1ccc(-c2nc(CS(=O)(=O)CC(=O)NCCc3ccc(C)cc3)c(C)o2)cc1,-9,0,1.1,-6,-3,-52,3.6,1.5,-2
O=C(C1=C(O)C(=O)N(CCN2CCOCC2)C1c1cccnc1)c1cc2ccccc2o1 (centres undefined),-3,-2,1,-5,-3,5,-0.4,0.95,-3
O=C(CCN1C(=O)/C(=C/c2cccs2)SC1=S)NNC(=O)c1cccc(O)c1,17,-1,0.83,-4,-1,-61,68*,1.6,-1
Cc1c(N=CN2CCOCC2)c(=O)n(C)c(=O)n1C,-2,-3,1,9,-2,6,-3.1,0.94,3
CCn1c(SCC(=O)O)nnc1-c1cc2c(C)nn(-c3ccccc3)c2s1,8,-1,0.92,-2,2,7,-2.0,0.93,5
CCOC(=O)c1c(N)sc(C(=O)N2CCCC(C(N)=O)C2)c1C (centres undefined),-7,-12,1.1,-7,-1,-16,0.2,1.2,-2
COCc1[nH]nc2c1C1(CCC3(CC1)OCCO3)C(C#N)=C(N)O2,-10,-10,1.1,-2,-2,-2,-0.1,1,-5
Fc1ccc(NC(=S)N2CCN(C/C=C/c3ccccc3)CC2)c(F)c1,-8,-9,1.1,-15,-3,2,-3.2,0.98,-3
O=C(C1CCOCC1)N1CCCC(N2CCN(c3cccc(Cl)c3)CC2)C1 (centres undefined),-17,7,1.2,-1,-2,-14,1.1,1.1,-1
O=C(Nc1nc2ccc(SC(F)F)cc2s1)c1ccc2c(c1)S(=O)(=O)c1ccccc1C2=O,10,x,0.9,-3,0,-3,x,1,0
O=[N+]([O-])c1ccc(-c2nnc(-c3ccccc3)c(NCCCO)n2)cc1,-4,-13,1,-7,1,-4,0.9,1,-12
Cc1ccc(C2(C(F)(F)F)NC(=O)N3C(=C2C#N)Nc2ccccc23)cc1 (centres undefined),-2,11,1,-6,3,4,5.1,0.96,-2
O=C(Nc1ccc(F)cc1)NC1(C(=O)NCc2ccco2)CCCCC1,-19,-3,1.2,-1,1,-14,3.5,1.1,-2
CC12CCC(=O)C=C1CCC1C2C(=O)CC2(C)C1CC[C@]2(O)C(=O)CO (some centres undefined),4,-16,0.96,-3,6,9,-0.6,0.91,0
CC1CCc2c(sc(NC(=O)CSc3nc(N)cc(=O)[nH]3)c2C(N)=O)C1 (centres undefined),9,-7,0.91,-10,0,-19,2.3,1.2,-3
Nc1nc(-c2ccccc2)[nH]c(=O)c1N=O,-5,-3,1,-3,1,6,-0.5,0.94,4
O=C(COC(=O)COc1ccccc1)NCc1ccc2c(c1)OCO2,-4,-5,1,-4,5,0,-3.5,0.99,1
COc1ccc(CN2C3CCC2CC(NC(=O)c2cccc(F)c2)C3)cc1 (centres undefined),1,4,0.99,-2,-1,-5,-0.3,1.1,-4
CCOC(=O)C1CCCN(Cc2sccc2C)C1 (centres undefined),2,1,0.98,-7,2,8,0.4,0.92,-5
Cc1nn(Cc2ccccc2Cl)c2sc(C(=O)NCCCn3ccnc3)cc12,-11,-11,1.1,1,0,1,-0.2,0.99,1
OCC[C@@H]1C[C@@H](O)[C@H](O)[C@]2(OCc3ccccc32)O1,-5,10,1,-6,-2,2,-2.5,0.98,1
CCOC(=O)CC(=O)Nc1cc(Cl)ccc1O,0,-8,1,-3,1,2,-1.1,0.98,0
CCC(C)(C)NC(=O)C(c1ccc(OC)cc1)N(C(=O)CCC(=O)Nc1cc(C)on1)c1ccccc1OC (centres undefined),5,4,0.95,-9,3,3,-0.3,0.97,-8
CCOc1ccc(N(CC(=O)NC2CCCCCC2)S(=O)(=O)c2c(C)[nH]c(=O)[nH]c2=O)cc1,3,-6,0.97,-4,0,12,-0.6,0.88,-1
O=C(Cc1ccccc1Cl)Nc1ccc(S(=O)(=O)N2CCOCC2)cc1,-9,-3,1.1,-6,-3,4,-1.6,0.96,7
CC[n+]1ccccc1/C=C/Nc1ccccc1,7,-1,0.93,18,-1,0,-2.0,1,61*
CC1CCC(NC(=O)c2cc(C3CC3)nn2-c2ccccc2)CC1 (centres undefined),3,6,0.97,-7,-7,6,-0.2,0.94,-7
O=C(CN1C(=O)C2CC=CCC2C1=O)Nc1ccc(S(=O)(=O)NC2=NCCCCC2)cc1 (centres undefined),10,-1,0.9,-4,-2,7,6.3,0.93,-2
CC(=O)Oc1ccc2c(C)c(CC(C)O)c(=O)oc2c1 (centres undefined),1,-11,0.99,-2,-2,1,0.1,0.99,4
CN(c1ccc(C(=O)O)cc1)S(=O)(=O)c1ccccc1,4,0,0.96,2,4,6,0.5,0.94,1
CCOC(=O)NC(=O)COC(=O)c1ccc(O)cc1,-4,13,1,-4,2,2,0.1,0.98,2
Cc1ccc(S(=O)(=O)/N=C(\N)Nc2nc(C)c3ccc(C)cc3n2)cc1,16,8,0.84,-9,-2,12,-3.3,0.89,-1
COC(=O)c1cnc(N2CCCN(S(=O)(=O)c3ccccc3)CC2)nc1C(F)(F)F,-7,-4,1.1,-2,-3,-12,2.8,1.1,1
CCn1nc(C)c(Br)c1Nc1ccc(Br)cc1,2,14,0.97,-6,-5,2,0.6,0.98,1
COc1cc(CN2CCNC(=O)C2CC(=O)NC2CCCC2)cc(OC)c1 (centres undefined),6,-5,0.94,-2,0,-3,-0.3,1,0
O=C(Nc1ccc(F)cc1)N(Cc1ccco1)Cc1cc2cc3c(cc2[nH]c1=O)OCO3,2,26,0.97,-5,-3,-3,2.2,1,-3
Cc1cccc(NC(=O)CSCc2c(C)noc2C)c1C,6,-2,0.94,1,-3,0,0.9,1,-1
COc1ccc(C(C)=O)cc1COc1cccc2cccnc12,5,-3,0.95,-10,-2,4,-0.9,0.96,-7
O=c1[nH]nc(CNc2ccc(O)cc2)c2ccccc12,9,-5,0.91,6,-3,5,5.0,0.95,0
CCOC(=O)C1CCN(S(=O)(=O)c2cccc(-c3cn4ccccc4n3)c2)CC1,6,2,0.94,-3,-3,9,0.7,0.91,1
C=CCNC(=O)C12CC3CC(C1)CC(C(=O)NCC=C)(C3)C2,8,-5,0.92,-1,3,2,2.5,0.97,-1
CCc1ccc(C2CC(c3cccc(OC)c3)n3nc(N)nc3N2)cc1 (centres undefined),10,1,0.9,0,0,2,-1.1,0.98,0
S=c1[nH]nc(CN2CCCCC2)n1-c1ccc(Cl)cc1,-10,0,1.1,9,-2,-2,2.9,1,-3
Cc1cc(NC(=O)c2ccccc2F)nc2c1c(=O)oc1ccccc12,14,0,0.86,-5,0,16,3.0,0.84,2
CCC(C)(C)n1nnnc1CN1CCC(NC(=O)c2ccc(Br)cc2)CC1,-11,-1,1.1,-5,-2,-11,-0.2,1.1,-2
O=C(C[n+]1cccc(CNC(=O)c2ccc(OC(F)F)cc2)c1)Nc1ccc(F)cc1,3,-8,0.96,-4,2,9,0.0,0.91,-1
C=C(C)C1CC=C(C)/C(=N\NC(=O)CCC(=O)Nc2ccc(C)c(C)c2)C1 (centres undefined),19,5,0.81,-3,-3,-8,2.7,1.1,4
CC(Sc1nnc(-c2ccccc2F)o1)C(=O)Nc1ccc(N2CCOCC2)cc1 (centres undefined),1,-1,0.99,-6,-4,-31,0.4,1.3,-3
Cn1cc(C(=O)c2ccccc2)cc1-c1nc2ccccc2n1C,-10,-13,1.1,-3,-2,3,-1.1,0.97,0
COc1ccccc1N(C)S(=O)(=O)c1ccc(C(=O)OCC(=O)NCC(F)(F)F)cc1,3,-6,0.97,-5,-3,1,3.1,0.99,2
Cc1ccc(N=C2NC(=O)/C(=C/c3cccn3C)S2)c(C)c1,7,1,0.93,-8,-4,-26,4.7,1.3,-5
O=C(Oc1ccc(F)cc1)c1ccc2c(=O)n3c(nc2c1)CCC3,-1,3,1,-2,-4,-2,0.9,1,25
O=S(=O)(NC1=NCCCCC1)c1ccccc1Cl,-9,-3,1.1,-6,4,-9,1.3,1.1,2
CCOc1ccc(CCNC(=O)c2nccnc2C(=O)O)cc1OCC,-1,-5,1,-6,-1,-2,0.5,1,0
CS(=O)(=O)N1N=C(c2ccc(Br)cc2)CC1c1cccs1 (centres undefined),3,5,0.97,-6,0,-4,-5.7,1,-4
O=C(O)c1ccc2c(c1)C(=O)N(C(Cc1ccccc1)C(=O)O)C2=O (centres undefined),6,-3,0.94,-6,1,1,2.2,0.99,-3
Nc1cc2ccncc2c2ccccc12,4,-3,0.96,-1,-3,4,0.2,0.96,1
Cc1ccc(-c2csc3nc4cc(C(=O)NC5CCC(O)CC5)ccc4c(=O)n23)cc1 (centres undefined),7,4,0.93,-5,-3,2,3.8,0.98,-1

Entries of single compounds, looked up by structure. Values in the order: mIAP block | ATG4B inh | mIAP activ | A3G deaminase | beta cell repl | hIAP inh | MPTP block | hIAP activ | A3A deaminase
`COc1ccccc1N(C)S(=O)(=O)c1ccc(C(=O)OCC(=O)NCC(F)(F)F)cc1` across the screens: 3 | -6 | 0.97 | -5 | -3 | 1 | 3.1 | 0.99 | 2
`Cc1ccc(-c2csc3nc4cc(C(=O)NC5CCC(O)CC5)ccc4c(=O)n23)cc1` (centres undefined) across the screens: 7 | 4 | 0.93 | -5 | -3 | 2 | 3.8 | 0.98 | -1

Going on with the list:
structure,mIAP block,ATG4B inh,mIAP activ,A3G deaminase,beta cell repl,hIAP inh,MPTP block,hIAP activ,A3A deaminase
COc1ccc(-n2nc3c(c2NC(=O)C2CC(=O)N(c4ccccc4)C2)CS(=O)(=O)C3)cc1 (centres undefined),2,0,0.98,-10,0,-4,0.5,1,0
N#CCCN(CCC#N)c1nncs1,-8,4,1.1,-1,6,0,-11,1,3
O=C(CCS(=O)(=O)c1ccc2c(c1)NC(=O)CS2)NCCc1ccc(Cl)cc1,0,-10,1,-4,0,-16,2.3,1.2,-4
Cc1cc(C)c(C#N)c(SCCS(=O)(=O)c2ccc(C(C)(C)C)cc2)n1,-6,0,1.1,11,-1,5,61*,0.95,-4
CCCCN1CCc2c1nc1ccc(Br)cc1c2N,2,0,0.98,-5,-4,-17,7.8,1.2,-6
Oc1ccc(Br)cc1-c1cc(-c2ccc(Cl)cc2)n[nH]1,-10,1,1.1,1,-8,-88,4.1,1.9,8
CCC(=O)Nc1ccc(N2CCCCC2)c(C(=O)Nc2ccccc2C)c1,1,-3,0.99,-2,-1,-3,-0.9,1,2
